Exocytosis inh: LAMP-1 surface exposure blockers, TALL-104 cells – cell-based, flow cytometry, MLPCN library, primary screen; TALL-104 LAMP-1 surface exposure; cells stimulated with thapsigargin and PMA; inhibition, % at 10 µM; 0.66% of 360,000 active;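 active = inhibition above about 55%, limit read from the data; inconclusive = no clear call, values can overlap the other calls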
PDI inh: inhibitors of human PDI, primary screen, biochemical, turbidity, single point, plate reader; inhibition, % at 10 µM; AID 588391, 2011; 0.052% of 350,000 active; PDI insulin aggregation turbidity, A650, 90 min;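 active = mean inhibition across replicates of 30% or more, whatever share of single replicates reach that level; inconclusive = mean inhibition below 30% while every single replicate reaches 30%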;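 note: absorbance from insulin aggregation driven by PDI reduction with DTT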
Target sequence (P07237 whole entry, looked up): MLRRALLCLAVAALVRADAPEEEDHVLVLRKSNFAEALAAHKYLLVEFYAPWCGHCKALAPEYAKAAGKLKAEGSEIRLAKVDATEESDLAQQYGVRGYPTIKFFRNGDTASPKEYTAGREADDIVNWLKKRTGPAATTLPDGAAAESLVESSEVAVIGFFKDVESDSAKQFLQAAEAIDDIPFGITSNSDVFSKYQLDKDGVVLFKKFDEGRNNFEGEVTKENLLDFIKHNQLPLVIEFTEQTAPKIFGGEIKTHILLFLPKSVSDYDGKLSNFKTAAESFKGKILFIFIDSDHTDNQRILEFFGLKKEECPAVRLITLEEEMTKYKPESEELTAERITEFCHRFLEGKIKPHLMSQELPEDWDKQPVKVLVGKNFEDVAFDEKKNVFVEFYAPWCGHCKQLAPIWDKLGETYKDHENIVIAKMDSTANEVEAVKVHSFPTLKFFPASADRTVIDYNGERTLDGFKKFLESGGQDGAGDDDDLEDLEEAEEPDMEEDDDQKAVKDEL
MC4R antagonist: MC4R antagonists of cAMP signaling, primary screen, cell-based, TR-FRET, antagonist arm of biased-ligand search; 0.48% of 360,000 active; AID 540295, 2011; inhibition, % at 6.5 µM; MC4R-expressing cells, MTII-stimulated cAMP, LANCE TR-FRET;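 active = inhibition above its plate's cutoff, the mean of tested wells on that plate plus 3 SD, cut at about 29% in these data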;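 note: 0% = Melanotan II alone and 100% = Melanotan II plus saturating MCL0020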
Target sequence (P32245 whole entry, looked up): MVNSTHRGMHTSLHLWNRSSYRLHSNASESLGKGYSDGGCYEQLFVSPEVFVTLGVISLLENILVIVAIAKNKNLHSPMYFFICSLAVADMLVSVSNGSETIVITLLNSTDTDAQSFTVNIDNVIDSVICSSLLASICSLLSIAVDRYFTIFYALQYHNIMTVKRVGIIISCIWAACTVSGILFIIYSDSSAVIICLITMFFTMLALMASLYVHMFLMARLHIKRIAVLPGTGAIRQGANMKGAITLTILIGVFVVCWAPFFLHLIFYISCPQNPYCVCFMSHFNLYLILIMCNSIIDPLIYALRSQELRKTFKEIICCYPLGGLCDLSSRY
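Assay system: U2OS-MC4R stable cell line; Also added: Melanotan II; Technique: Eu-cAMP/anti-cAMP TR-FRET, emission 671 nm; Times: 30-min compound, 1-h challenge, 1-h detection, room temperature.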
H9c2 protect: cardioprotection against H2O2-induced cell death, primary screen, uHTS, H9c2 cells, ATPLite luminescence. H9c2 cardiomyocytes, H2O2 injury protection, 2 h. protection from H2O2 cell death, % at 20 µM. 0.63% of 360,000 active. AID 588492, 2011;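 active = compounds giving at least 50% protection of heart cells from peroxide-induced death in the single-dose screen, raw or plate-pattern-corrected value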;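 note: 0% = DMSO wells with peroxide and 100% = DMSO wells without peroxide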
MC4R barr agon: MC4R agonists recruiting beta-arrestin, primary screen, cell-based, luminescence, agonist arm of biased-ligand search; Melanocortin receptor 4 (Homo sapiens), P32245; U2OS MC4R beta-arrestin complementation; percent of melanotan II response, DMSO zero; activation, % at 8.9 µM; 0.98% of 360,000 active;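 active = activation above a per-plate cutoff, the mean activation of sample wells on that plate plus 3 SD, cut at about 8% in these data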
m5-HT2A agonist: mouse Htr2a agonists via beta-arrestin recruitment, primary screen, cell-based, luminescence | 5-hydroxytryptamine receptor 2A (Mus musculus), P35363 | CHO-K1 mHTR2A beta-arrestin complementation; percent of 30 µM serotonin response | activation, % at 7.6 µM | 0.66% of 360,000 active;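 active = activation above a run cutoff, the mean activation of all tested compounds plus 3 SD, cut at about 14% in these data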;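 note: 0% = plate median of compound wells and 100% = 30 µM serotonin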
ABHD5 PLIN5 PPI: ABHD5-PLIN5 interaction inhibitors, primary screen, cell lysate, split luciferase complementation, luminescence | inhibition, % at 4 µM | Split G. princeps luciferase complementation, 4 h | AID 602281, 2012 | 0.78% of 360,000 active;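 active = inhibition above the mean inhibition across every tested compound plus 3 SD, cut at about 22% in these data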;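 note: 0% = DMSO only wells and the 100% control is not disclosed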
Glyco luc inh: increase of ERlucT glycosylation luciferase signal, primary screen, N-linked glycosylation inhibitor project, D54 ERlucT cells, luminescence, set 2; D54 ERlucT glycosylation luciferase reporter, 24 h; percent of 100 nM tunicamycin response; reporter increase, % at 12.5 µM; 0.23% of 360,000 active;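 active = mean luciferase reporter signal, scaled so untreated is 0 and the glycosylation-blocking control 100, at or above a set limit in every replicate; inconclusive = mean reaches the limit but not every replicate does; inactive = mean below the limit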;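 note: luciferase carries N-glycosylation sites so blocking glycosylation raises the light; 0% = median of neutral control wells and 100% = median of 100 nM tunicamycin wells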
CaV13 ICDI inh: Primary screen for inhibitors of IQ motif and Ca2+-dependent inactivation inhibitor domain binding in CACNA1D, Förster resonance energy transfer in living cells, … | 0.098% of 340,000 active | HEK cells, CFP/YFP FRET ICDI-IQ, plate reader, 10 min; percent FRET-ratio fall versus neutral wells | inhibition, % at 12.3 µM;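 active = mean replicate inhibition of at least 30% and at least 1% of replicates passing that level; inconclusive = only one of the two criteria is met; inactive = neither criterion is met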;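 note: 0% = median of the neutral control wells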
ABCB6 inh MLPCN: ABCB6 transporter inhibitors, primary screen, K562-ABCB6 cells, flow cytometry, MLPCN library | K562-ABCB6 porphyrin accumulation, 1 h; stronger effect = lower value | ATP-binding cassette sub-family B member 6 (Homo sapiens), Q9NP58 | fluorescence ratio to DMSO, % at 10 µM | 0.19% of 360,000 active;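 active = fluorescence ratio to DMSO below 75%, the collection mean minus 3 SD; inconclusive = too few cells collected in the well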;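 note: signal is porphyrin accumulated inside mitochondria; 100% equals median channel fluorescence of DMSO control wells; lower ratio means ABCB6 inhibition with less porphyrin fluorescence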
Starred values were filed as active, the others as inactive; ? = inconclusive; nt = no result given. Not a hit list; any-hit rate near 4.2%.

SMILES	Exocytosis inh	PDI inh	MC4R antagonist	H9c2 protect	MC4R barr agon	m5-HT2A agonist	ABHD5 PLIN5 PPI	Glyco luc inh	CaV13 ICDI inh	ABCB6 inh MLPCN
Cc1ccccc1SCC(=O)OCC(=O)NCCNC(=O)COC(=O)CSc1ccccc1C	4.5	0.6	11.3	1.5	0.3	6.2	8.7	2.3	-5.4	99.0
C/C(=N/NC(=O)CNS(=O)(=O)c1ccc(C)cc1)c1cccc([N+](=O)[O-])c1	0.6	-7.8	5.8	6.0	-2.8	-3.2	-6.3	-1.4	-4.3	103.0
COC(=O)[C@@]12CCCCN1[C@H](c1ccc(SC3CCCCC3)cc1)[C@@H]1C(=O)N(C)C(=O)[C@@H]12	-0.5	-4.5	9.9	-6.9	1.9	0.0	3.0	-6.5	-6.4	102.0
COC(=O)C1(C(=O)OC)C(C(=O)c2ccccc2)C1c1ccccc1 (stereo unspecified)	-3.1	7.8	4.4	0.7	-1.1	-8.9	-2.8	2.3	-5.8	95.0
COc1ccc(OC)c(NC(=O)CCN2CCCCCC2)c1	1.7	-0.6	18.7	12.4	3.5	3.8	-0.8	0.4	-0.4	97.0
CCCCCCCCCOC(=O)C(CC(=O)O)N1CCOCC1 (stereo unspecified)	31.1	0.5	4.9	3.1	0.7	0.0	3.6	-0.2	-5.4	106.0
CCOC(=O)C1(C)CCN1C(=O)c1ccc2c(c1)CCO2 (stereo unspecified)	1.5	12.9	7.6	-5.9	0.0	0.9	-0.1	1.2	-8.8	94.0
CCN1/C(=C\C(C)=O)Sc2ccc(OC)cc21	0.7	0.7	10.1	-0.7	-1.3	2.9	3.8	-1.1	nt	101.0
O=C(Nc1c(-c2cccs2)nc2ccccn12)c1ccccc1F	-2.4	5.3	21.2	9.7	-0.9	-1.6	5.0	1.7	-4.9	94.0
COc1cc(C(=O)N/N=C/c2ccc(OC(=O)c3ccccc3)c(OC)c2)ccc1O	6.6	6.3	5.0	52.2*	-0.1	-0.3	7.8	0.3	nt	103.0
COc1ccc(-n2ccnc(SCC(=O)NCc3ccccc3Cl)c2=O)cc1	3.6	-3.9	9.7	-3.3	0.4	-0.1	-17.2	-1.5	-5.1	103.0
C=CCNC(=O)CSc1nnc(-c2ccccc2Cl)n1-c1c(C)n(C)n(-c2ccccc2)c1=O	-0.1	6.4	7.1	6.1	-0.3	-3.3	-7.0	-0.1	-9.6	95.0
CC(C)(C)C(=O)Cn1ncc(N2CCCC2)c(Br)c1=O	0.5	-5.6	5.3	9.5	-1.7	2.0	-1.2	-2.8	0.1	97.0
COc1ccc(OC(F)(F)F)cc1CC1(C)C(=O)Nc2cccc(Cl)c21 (stereo unspecified)	-2.3	8.6	12.2	-9.6	5.5	10.0	-8.9	-3.2	-5.3	107.0
COC(=O)c1sc(-c2ccc(C(C)(C)C)cc2)cc1NC(=O)CCC(=O)O	4.6	-8.8	11.6	-10.0	3.0	3.6	-8.8	1.3	-4.9	105.0
O=c1c2sccc2[nH]c(=S)n1-c1ccccc1	2.2	-2.5	-9.5	5.3	-1.2	10.3	2.9	4.4	-3.8	97.0
COC(=O)c1ccc(NC(=O)c2ccc3c(c2)C(=O)N(Cc2cccnc2)C3=O)cc1	-2.5	4.6	-4.8	-1.1	1.0	-0.6	-3.7	-0.7	-5.1	97.0
COc1ccccc1C(=Cc1ccc([N+](=O)[O-])cc1)C(=O)O	-1.9	0.6	-0.3	-3.5	-1.1	-1.0	-0.1	1.0	-6.4	97.0
O=C(NCCc1ccc(Cl)cc1)c1cc(S(=O)(=O)N2CCCCC2)c[nH]1	9.8	4.6	8.2	-18.4	-1.3	-0.8	-2.7	-2.5	nt	102.0
Cc1onc(C(=O)N2CCN(Cc3ccccc3)CC2)c1[N+](=O)[O-]	1.5	nt	5.2	7.6	-0.1	-0.6	-0.5	-0.7	-5.0	96.0

Record cards, as listed above. Values in the order: Exocytosis inh, PDI inh, MC4R antagonist, H9c2 protect, MC4R barr agon, m5-HT2A agonist, ABHD5 PLIN5 PPI, Glyco luc inh, CaV13 ICDI inh, ABCB6 inh MLPCN
COc1ccccc1C(=Cc1ccc([N+](=O)[O-])cc1)C(=O)O is listed as -1.9, 0.6, -0.3, -3.5, -1.1, -1.0, -0.1, 1.0, -6.4, 97.0
O=C(Nc1c(-c2cccs2)nc2ccccn12)c1ccccc1F is listed as -2.4, 5.3, 21.2, 9.7, -0.9, -1.6, 5.0, 1.7, -4.9, 94.0

Continued.
SMILES	Exocytosis inh	PDI inh	MC4R antagonist	H9c2 protect	MC4R barr agon	m5-HT2A agonist	ABHD5 PLIN5 PPI	Glyco luc inh	CaV13 ICDI inh	ABCB6 inh MLPCN
Cc1c(Cl)cccc1NC(=S)NC1CCN(C(C)C)CC1	25.1	3.7	5.3	1.6	0.4	-4.3	-8.3	3.6	-6.4	101.0
COc1cccc(C(O)c2nc(-c3cccc(C#N)c3)cs2)c1 (stereo unspecified)	0.0	-19.5	9.2	-10.5	-2.2	-6.2	-10.0	-3.0	-10.4	105.0
CCN1C(=O)CCCc2ccccc21	14.9	6.8	19.9	13.6	-4.6	8.3	4.5	0.7	-6.1	98.0
CCOC(=O)N1CCN(c2ncnc3scc(-c4ccc(Cl)cc4)c23)CC1	45.4	-3.5	12.9	-3.0	2.4	11.7	4.4	-4.7	nt	106.0
COc1cccc(Oc2c(C)oc3c(CN4CCCCC4)c(O)ccc3c2=O)c1	?	2.5	10.7	3.3	-0.3	1.7	-2.7	-0.2	-6.4	90.0
CCCNS(=O)(=O)c1cccc2cccnc12	-6.0	-22.5	1.8	-1.9	-1.0	11.2	1.2	1.1	13.0	95.0
CSc1ccc(-c2nc(CSCC(=O)NC3CC3)c(C)o2)cc1	11.2	2.3	-3.0	-1.4	-0.6	-1.3	-6.3	1.0	-3.0	97.0
O=[N+]([O-])c1cccc(-c2ccc(CN3CCCCC3)o2)c1	0.0	-3.9	14.6	-8.5	-2.1	-3.6	6.4	1.3	-1.6	93.0
Cc1cc(N=Nc2ccccc2)c(NCC(O)C(O)C(O)CO)cc1C (stereo unspecified)	-2.9	3.6	-11.2	-0.7	-5.7	-1.1	22.0*	1.7	-2.0	105.0
CC1CCCC(C)N1C(=O)CSCc1ccc(Cl)cc1 (stereo unspecified)	1.6	-1.8	-1.3	-3.2	-2.3	3.4	12.6	-3.2	-4.2	92.0
CCC(=O)Nc1ccc(Cl)c(-c2nc3ncccc3o2)c1	-4.0	18.8	0.5	6.9	-3.1	2.5	-4.5	3.8	-7.0	96.0
Cc1ccc(C(=O)NCCc2ccccc2)cc1	-4.2	0.4	28.2	-15.4	2.8	0.4	7.4	-19.2	nt	98.0
O=C(Nc1cccc(Cl)c1)N1CCN(Cc2ccccc2)CC1	-3.8	nt	1.7	-3.3	0.4	3.6	5.2	-2.0	-2.0	93.0
OC(CNC1CCCC1)COc1ccccc1Br (stereo unspecified)	-4.6	7.1	2.7	-3.3	0.8	-8.5	-5.6	-1.1	-0.9	103.0
COc1ccc(-c2ccc(CCC(=O)O)n2Cc2ccco2)cc1	29.8	1.1	4.8	1.8	-2.0	2.0	15.0	-1.3	-1.3	103.0
CC(=O)N1CCN(S(=O)(=O)c2cccc(C(=O)NC3CCCc4ccccc43)c2)CC1 (stereo unspecified)	-0.4	0.2	3.6	-2.2	-2.5	-2.7	-4.5	1.0	-4.9	95.0
O=C(NCc1ccco1)C1CC(c2ccc(F)cc2)=NO1 (stereo unspecified)	-2.4	2.5	-11.1	3.7	-0.7	5.3	-0.7	2.3	-6.8	100.0
Cc1ccc(S(=O)(=O)Nc2cc(=O)[nH]c(SCc3ccccc3Cl)n2)cc1	-8.3	-7.5	2.4	-9.8	0.2	0.5	1.8	2.9	-4.8	97.0
CCOC(=O)c1ccc(NC(=O)CSc2nc3ncccc3[nH]2)cc1	-3.7	4.3	-2.0	-2.8	-2.8	-2.2	-6.6	0.7	-4.5	99.0
COc1ccc(OC)c(C(c2nnnn2CCc2ccccc2)N2CCC(C(N)=O)CC2)c1 (stereo unspecified)	1.7	6.4	7.6	-0.3	-1.0	0.3	1.2	-1.7	nt	94.0
Cc1ccc(C(=O)Nc2ncccc2C)cc1S(=O)(=O)N1CCOCC1	0.1	-5.9	2.7	-2.6	-1.6	-2.9	2.1	0.3	-5.7	92.0
Cc1cccc(C)c1NC(=O)CNC(=O)c1ccc(COc2ccccc2)o1	15.4	9.0	3.4	0.2	-0.2	-10.8	-1.1	1.1	-5.4	103.0
NC(=O)C[n+]1cccc(C(=O)Nc2ccccc2)c1	-3.1	-0.8	6.0	0.8	-0.3	-1.6	3.5	2.8	-1.6	107.0
CCOC(=O)C1=C(CN2CCSCC2)NC(=O)NC1c1cccc([N+](=O)[O-])c1 (stereo unspecified)	0.3	-7.3	5.5	-5.6	-1.8	0.3	-1.6	-2.5	-8.9	99.0
CCOC(=O)C(=O)Nc1cc(C(=O)OC)cc(C(=O)OC)c1	-3.1	-2.6	4.5	7.3	-3.6	7.4	-6.9	0.8	-3.7	96.0
COc1ccc(CNC(=O)[C@H](C)NC(=O)[C@@H]2Cc3ccccc3CN2)cc1	2.3	-0.6	8.9	4.9	-1.2	-8.0	-8.4	1.0	-2.7	101.0
O=C(CN1CCC(NC(=O)c2ccccc2F)CC1)NCc1ccc(F)cc1	2.5	-2.4	2.2	6.5	-1.9	0.2	-1.3	0.5	-3.6	98.0
O=C(Nc1ccncc1)c1cccc2ccccc12	3.5	1.5	-1.9	-4.1	-0.7	1.2	1.7	0.7	-4.2	100.0
CC(=O)Nc1ccc(Oc2ccc(-c3noc(C)n3)cc2)cc1	-1.2	7.1	1.1	-4.7	-2.9	-0.3	-3.0	-0.8	-5.2	100.0
O=C(NCCNC(=O)c1ccccc1O)c1ccccc1O	-3.8	-2.3	6.9	2.5	1.6	0.2	-6.0	0.6	-1.7	103.0
COc1ccc(S(=O)(=O)N(CC(=O)N2CCCC2)Cc2ccccc2)cc1	2.7	2.2	0.9	-10.3	-1.6	3.5	-0.9	-2.2	-6.4	103.0
Cc1nc(-c2ccccn2)nc(N(C)c2ccccc2)c1Cl	-5.4	17.0	-3.8	-12.3	-0.3	-3.7	-7.4	-1.0	-12.4	96.0
COc1cc(/C=N/NC(=O)Cc2csc(N3CCOCC3)n2)cc(OC)c1O	0.9	-5.2	2.4	-11.2	-1.7	3.0	-1.9	0.6	-0.2	97.0
CCOC(=O)c1c(C)n(C)c2ccc(OC(=O)c3ccoc3)cc12	-2.0	-11.5	-3.1	-6.2	-0.8	5.5	1.0	-0.6	-8.8	98.0

Compound activity deposited in PubChem by several laboratories.
